CTSL1 counter = cathepsin L1 inhibition, PFM18AAP counter-screen | AID 1906 | recombinant F. hepatica cathepsin L1, Z-Leu-Arg-MCA fluorescence | hit rate 0.49% among 300,000 | inhibition, % at 5.96 µM;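 active = inhibition above the mean of all tested compounds plus 3 SD, set per screening campaign, cut at about 17% in these data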;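 note: 0% = plate median of test compound wells and 100% = 1 µM Z-Phe-Ala-diazomethylketone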
PP5 primary = PP5 (human) phosphatase inhibition | P53041 | inhibition, % at 6.7 µM | hit rate 0.18% among 320,000 | purified PP5c, OMFP substrate fluorescence;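 active = inhibition above the campaign's mean inhibition across all tested compounds plus 3 SD, cut at about 9.5% in these data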;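 note: 0% = DMSO only and 100% = 100 µM cantharidin control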
PREPL inhibitor = inhibitors of human prolyl oligopeptidase-like enzyme PREPL | recombinant PREPL, fluorescence polarization activity-based probe | inhibition, % at 5.96 µM | hit rate 0.68% among 320,000 | AID 2751; in the data active = inhibition above about 43%;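 note: 0% = enzyme with DMSO and 100% = wells lacking enzyme; many of its hits are not listed in these tables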
Target sequence (Q4J6C6 whole entry, looked up): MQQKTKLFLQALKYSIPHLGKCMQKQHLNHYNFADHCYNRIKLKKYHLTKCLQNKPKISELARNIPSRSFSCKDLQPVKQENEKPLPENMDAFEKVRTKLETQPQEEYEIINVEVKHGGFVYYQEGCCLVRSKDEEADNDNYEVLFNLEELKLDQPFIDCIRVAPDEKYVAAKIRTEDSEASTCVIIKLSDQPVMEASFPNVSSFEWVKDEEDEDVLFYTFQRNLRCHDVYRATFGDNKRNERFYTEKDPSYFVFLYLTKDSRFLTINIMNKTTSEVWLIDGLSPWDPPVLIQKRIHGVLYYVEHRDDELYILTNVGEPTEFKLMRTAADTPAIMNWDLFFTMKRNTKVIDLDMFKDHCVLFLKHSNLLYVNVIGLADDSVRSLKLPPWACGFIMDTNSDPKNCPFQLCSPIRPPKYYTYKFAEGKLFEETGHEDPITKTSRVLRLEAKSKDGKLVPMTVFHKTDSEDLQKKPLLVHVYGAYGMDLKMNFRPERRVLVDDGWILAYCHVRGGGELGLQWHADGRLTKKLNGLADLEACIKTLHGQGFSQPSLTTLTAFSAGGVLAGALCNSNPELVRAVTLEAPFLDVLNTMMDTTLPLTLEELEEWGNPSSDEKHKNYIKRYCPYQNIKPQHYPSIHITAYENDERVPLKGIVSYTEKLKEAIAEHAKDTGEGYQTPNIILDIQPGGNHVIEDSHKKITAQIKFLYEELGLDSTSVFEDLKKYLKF
JMJD2C inh = blocks human GASC-1 demethylase activity. Q9H3R0. GST-JMJD2C(1-420) H3K9me3 demethylation, DELFIA europium. inhibition, % at 2.35 µM. hit rate 0.069% among 330,000;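 active = more than half of a compound's replicate wells show inhibition beyond 50%, single wells judged on their own value; inconclusive = some, but no more than half, of replicates pass 50% inhibition; inactive = no replicate passes 50% inhibition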;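 note: signal counts dimethyl H3K9 product captured on neutravidin plate; 0% = median of DMSO wells and 100% = 0.3 times that DMSO median; strong numbers were not always called active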
Target sequence (Q9H3R0 1-420 limits assumed): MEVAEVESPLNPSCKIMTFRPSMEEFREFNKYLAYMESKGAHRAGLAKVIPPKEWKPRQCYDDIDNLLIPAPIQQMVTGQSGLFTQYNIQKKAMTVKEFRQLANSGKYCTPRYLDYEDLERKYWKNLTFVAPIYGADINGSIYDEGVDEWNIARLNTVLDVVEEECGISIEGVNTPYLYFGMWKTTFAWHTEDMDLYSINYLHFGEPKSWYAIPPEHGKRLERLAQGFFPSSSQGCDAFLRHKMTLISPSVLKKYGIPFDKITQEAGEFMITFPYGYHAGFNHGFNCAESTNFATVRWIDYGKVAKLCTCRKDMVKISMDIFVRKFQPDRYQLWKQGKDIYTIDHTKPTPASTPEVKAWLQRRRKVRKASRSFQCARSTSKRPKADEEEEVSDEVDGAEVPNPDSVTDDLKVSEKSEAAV
LYPLA2 counter = blocks human lysophospholipase 2, a PME1 counter-screen; inhibition, % at 5.9 µM; O95372; recombinant LYPLA2, FP-Rh probe fluorescence polarization; hit rate 0.38% among 320,000;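 active = inhibition above the screen-wide mean plus 3 SD, limit set per campaign, cut at about 26% in these data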;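 note: 0% = LYPLA2 with DMSO and 100% = wells lacking LYPLA2 enzyme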
PP1 inh = blocks human PP1-alpha phosphatase, a PP5 counter-screen; P62136; purified PP1alpha, OMFP fluorescence; inhibition, % at 6.7 µM; hit rate 0.9% among 320,000; AID 2235;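 active = inhibition above the mean inhibition of all tested compounds plus 3 SD, computed separately for each screening campaign, cut at about 15% in these data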
core dimer inh = HCV core protein dimerization inhibition. TR-FRET GST/Flag-core106 dimerization, 1536-well. inhibition, % at 5 µM. hit rate 0.33% among 300,000. AID 1899;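 active = inhibition above the mean of all tested compounds plus 3 SD, set per screening campaign, cut at about 45% in these data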
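System: GST/Flag-tagged HCV core106 proteins. Incubation: compound-protein-antibody incubation 4 h at 22.5 °C. Technique: HTRF with 340 nm excitation, 617/671 nm emission. Medium: KF-containing HEPES buffer, pH 7.45, DTT, CHAPS, BSA. Read-out: inhibition (%) from 671 over 617 nm ratio. Also added: Eu(K)-anti-GST 90 ng/mL plus XL665-anti-Flag 1 µg/mL.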
TPT1 inhibitor = C. albicans TPT1 enzyme inhibition. recombinant caTPT1, FP RNA substrate dephosphorylation. inhibition, % at 5 µM. hit rate 0.81% among 300,000;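 active = inhibition above the mean of all tested compounds plus 3 SD, set per screening campaign, cut at about 24% in these data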;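 note: plate controls were DMSO alone for no effect and ferristatin control at 100 nM for full effect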
Efflux pump mplx = inhibitors of Candida antifungal efflux pumps expressed in yeast; S. cerevisiae Candida pump triplex, Nile Red efflux; inhibition, % at 10 µM; hit rate 0.44% among 330,000; AID 485275;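 active = plate passing quality check with inhibition over a set limit, or well fluorescence over plate mean plus 4 SD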;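 note: Nile Red retained in pooled yeast measured as flow cytometry median fluorescence; 0% = buffer negative control and 100% = Enniatin B positive control; higher means more Nile Red kept so more efflux inhibition; some compounds called inactive have numbers as strong as hits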
* = called active by the depositor; i = inactive; ? = inconclusive; nt = not tested or not shown; & = joins results of further samples. The list is partial; the hit share may differ from the screen's.

SMILES	CTSL1 counter	PP5 primary	PREPL inhibitor	JMJD2C inh	LYPLA2 counter	PP1 inh	core dimer inh	TPT1 inhibitor	Efflux pump mplx
Cc1cc(C)c(S(=O)(=O)N2CCN(C(=O)c3ccc4c(c3)OCO4)CC2)c(C)c1	1	1.2	-10	4	4	2	6	-1	0.1
O=c1[nH]c2ccccc2s1	-2	4.0	2	nt	3	-6	-2	-2	0.1
O=C(Nc1ccncc1)C1CCN(S(=O)(=O)c2ccc(Cl)c(C(F)(F)F)c2)CC1	nt	1.1	-4	1	-4	2	nt	nt	0.0
CN(C)c1ncc(CN2CCC(CO)(CCCc3ccccc3)CC2)s1	-4	0.4	17	6	6	-2	-5	1	0.0
CCOc1ccc(CN2C(=O)c3ccccc3C2=O)cc1C(=O)NC1CC(C)(C)NC(C)(C)C1	nt	-0.8	9	0	2	-3	nt	nt	-0.2
COc1ccccc1/C=N/NC(=O)CCn1cnc2ccccc21	0	2.6	-31	-6	4	-2	5	-1	-0.1
O=C(O)c1cccnc1C(=O)c1ccccc1	1	0.5	8	23	0	0	0	-1	-0.1
COc1cccc(C(=O)NNC(=S)NC2CCCCC2)c1	2	1.9	-13	21	2	-1	-1	0	0.1
CCOc1ccc(N(C(=O)Nc2ccccc2)C2=NCCC2)cc1	-3	-1.3	10	-1	5	-3	3	0	0.0
COCCNC(=O)C(c1ccc(O)cc1)N(Cc1ccccc1)C(=O)CCC(=O)Nc1nccs1 (stereo not given)	6	1.5	0	-8	-1	0	5	-1	0.0
CCCOC(=O)c1ccc(NC(=O)c2cnccn2)cc1	-2	1.3	14	-12	0	-2	-1	0	0.0
O=c1c2ccccc2c(/C=N/n2cnnc2)c(O)n1-c1ccccc1	2	-1.5	14	17	-4	0	-17	15	0.0
CC1=C(C(=O)OCC2CCCO2)C(c2ccncc2)C2=C(CC(C)(C)CC2=O)N1 (stereo not given)	6	-4.5	10	1	1	2	5	2	-0.2
O=C1CCC([N+](=O)[O-])C(c2cccc(Br)c2)N1 (stereo not given)	-7	0.0	-2	24	11	-4	-1	-4	-0.1
NC(=O)c1nsc(C(=O)N(Cc2cccnc2)C(C(=O)NC2CCCCC2)c2ccc(F)cc2)c1N (stereo not given)	4	2.3	10	5	-1	5	-14	-3	-0.1
COc1ccc(OCC(=O)Nc2ccc(N3CCCCC3)cc2)cc1	-7	5.1	15	13	1	-1	-6	2	0.3
COC(=O)c1c(NC(=O)C2CC(=O)NN2Cc2ccccc2)sc(C)c1C (stereo not given)	5	0.3	1	5	0	-2	1	3	0.0
O=C(Oc1ccc(-c2nnco2)cc1)c1ccc(Br)o1	2	-1.6	29	10	7	-2	-3	-3	0.1
NS(=O)(=O)c1ccc(NNC(=O)c2ccccc2)cc1	0	-0.5	16	?	8	-5	-1	3	0.0
COc1ccc(C2C(C(=O)N3CCC(C(N)=O)CC3)CC(=O)N2c2ccc(OC)cc2)cc1 (stereo not given)	-6	-1.4	0	195	-6	-3	2	0	0.1

Compound profiles (already shown). Screens in order: CTSL1 counter	PP5 primary	PREPL inhibitor	JMJD2C inh	LYPLA2 counter	PP1 inh	core dimer inh	TPT1 inhibitor	Efflux pump mplx
O=C(Oc1ccc(-c2nnco2)cc1)c1ccc(Br)o1 reads 2	-1.6	29	10	7	-2	-3	-3	0.1
NC(=O)c1nsc(C(=O)N(Cc2cccnc2)C(C(=O)NC2CCCCC2)c2ccc(F)cc2)c1N (stereo not given) reads 4	2.3	10	5	-1	5	-14	-3	-0.1
COCCNC(=O)C(c1ccc(O)cc1)N(Cc1ccccc1)C(=O)CCC(=O)Nc1nccs1 (stereo not given) reads 6	1.5	0	-8	-1	0	5	-1	0.0

(list continues)
SMILES	CTSL1 counter	PP5 primary	PREPL inhibitor	JMJD2C inh	LYPLA2 counter	PP1 inh	core dimer inh	TPT1 inhibitor	Efflux pump mplx
CC(=O)c1ccc(-c2ccc(C(=O)N(C)Cc3nc4ccccc4c(=O)[nH]3)o2)cc1	nt	2.3	-66	-8	0	4	nt	nt	0.1
O=C(/C=C/c1cccc(F)c1)N(c1ccccn1)C1CCCCC1	3	0.2	14	12	7	-5	-1	-1	-0.1
CC(/C=N\NC(=O)c1cccnc1)c1ccccc1 (stereo not given)	-4	0.1	1	-15	2	-5	-3	-7	0.1
O=C(CCC(=O)c1cccs1)NNC(=O)c1ccccc1Cl	nt	0.8	3	1	1	-6	nt	nt	-0.1
CCn1c(CC(=O)Nc2cccc(OC)c2)nnc1SCC(=O)Nc1nccs1	4	4.2	14	13	0	2	0	-4	-0.5
COc1ccc2oc(C(=O)OCc3nnc(-c4ccccc4)o3)c(C)c2c1	3	0.3	-15	-25	-12	2	4	-1	0.2
Cc1nn2cnnc2c(C)c1Cc1ccc(Cl)cc1	-5	1.6	3	-1	0	0	4	0	-0.1
Cc1cccc(C(C)C)c1NC(=O)Cc1ccc(S(=O)(=O)N2CCOCC2)s1	-3	1.2	13	40	-3	-3	-4	-1	0.5*
CC(C)CCNC(=O)CCc1nnc2ccc(N3CCC(C)CC3)nn12	0	0.5	10	4	1	-1	7	-1	0.0
CC1(C)CC(NC(=O)CSc2ccccc2)CC(C)(C)N1	13	4.5	2	7	2	-7	-3	-4	0.0
COc1ccc(N(C(=O)COc2ccccc2)C2C=CS(=O)(=O)C2)c(OC)c1 (stereo not given)	1	1.6	7	2	-1	4	1	-2	0.1
CC1(C)CN(c2ccccc2)N(Cc2ccc(F)cc2)C1=O	1	-3.4	3	103	-4	0	2	0	0.0
CCS(=O)(=O)NCCc1cc2ccc(C)cc2[nH]c1=O	-1	-5.7	-9	9	-3	6	-3	1	0.0
COC(=O)Cn1cc(/C=C/[N+](=O)[O-])c2ccccc21	3	0.7	5	16	4	-4	5	13	-0.2
COc1ccc(NC(=O)CSc2nnc(Cn3cnc4ccccc43)o2)cc1	0	-0.3	-2	19	-3	-5	-5	0	0.1
COc1ccc(-c2cc(C)no2)cc1S(=O)(=O)NCCCN1CCCCCC1	-6	0.1	-10	-6	-9	4	2	0	0.0
COC(=O)C1C2C=CC3(CN(C4CCCC4)C(=O)C13)O2 (stereo not given)	2	-1.6	9	-10	2	-3	-4	-1	0.1
CC(C)C1Nc2c(C(=O)O)cccc2C(Nc2ccccc2C(=O)O)C1(C)C (stereo not given)	2	4.3	10	3	2	0	-1	-8	-0.1
Cc1ccc(SCC(=O)OCC(=O)N(CC(C)C)C2CCS(=O)(=O)C2)cc1C (stereo not given)	-22	4.2	24	-9	6	0	-2	-1	-0.1
COc1cc(Cl)c(C)cc1N1C(=O)CN(Cc2ccccc2)C1=S	3	0.4	-6	0	-3	5	-4	1	-0.3
CC(=O)c1cccc(NC(=O)Cn2nc(-c3ccccc3Cl)ccc2=O)c1	4	0.1	-37	1	2	-3	2	0	0.0
S=c1nc[nH]c2c1[nH]c1ccccc12	1	-1.1	4	0	7	1	15	-2	-0.2
C=CCn1c(SCC(N)=O)nnc1-c1ccccc1O	3	-1.2	0	-14	4	1	-4	0	0.0
O=[N+]([O-])c1cccc(/C=N\N=C2c3ccccc3-c3ccccc32)c1O	3	0.5	1	-1	3	-3	6	-5	0.0
NC(=O)c1ccc(NC(=O)CC23CC4CC(CC(Br)(C4)C2)C3)cc1	-1	2.4	-3	-3	5	-3	1	-3	-0.1
COc1nc(N)c(S(=O)(=O)c2ccccc2C)cc1C#N	-1	0.2	3	-11	-1	2	0	11	0.0
O=C(CCNC(=O)c1ccc(Br)cc1)NCc1cccnc1	-2	0.8	3	-2	6	-6	-1	4	0.2
NC(=O)C1CC(O)CN1c1nc(CN2CCOCC2)nc2scc(-c3ccccc3)c12 (stereo not given)	2	-1.6	5	-3	-9	-5	1	0	0.2
O=C(CCC(=O)c1cccs1)NCc1cccc(C(F)(F)F)c1	-2	-0.1	3	-2	11	-2	-2	3	0.0
CCCCn1c(N)c(N(CCOC)C(=O)c2ccc(-c3cccc(C(F)(F)F)c3)o2)c(=O)[nH]c1=O	7	0.6	12	?	2	-3	0	1	0.1
COc1ccc(/C=C/C(=O)Nc2ccc3nc4n(c(=O)c3c2)CCCC4)cc1	3	-0.2	14	-1	-10	1	5	-3	0.2
Nc1ccc(Sc2cnn(-c3ccccc3)c(=O)c2Cl)cc1	1	-1.0	12	19	7	0	-4	-8	-0.2
Cc1noc(C)c1C(=O)Nc1cc(Cl)ccc1N1CCOCC1	nt	1.2	-1	-1	-5	-5	nt	nt	-0.2
CC(C)C[C@@H](CO)N1CCN(Cc2ccc(O)cc2)CCC1=O	2	2.2	-4	-14	2	4	3	1	0.0
CC1CCCC(N2CCN(C(=O)c3cccc(F)c3)CC2)C1 (stereo not given)	-4	1.7	21	-10	3	1	5	1	0.1
O=C(Nc1ccc2c(c1)OCO2)C1CC1(Cl)Cl (stereo not given)	nt	0.8	7	-3	2	5	nt	nt	0.0
O=C(COc1ccc2c3c(c(=O)oc2c1)CCCC3)N[C@@H](Cc1ccccc1)C(=O)O	3	-0.6	6	i	7	-2	3	3	0.1
CC1CCCCC1NC(=O)c1ccc2c(c1)[nH]c(=O)n2C1CCCC1 (stereo not given)	-7	3.9	8	-16	-4	-15	-1	0	0.3
O=c1c2cc3ccccc3n2cnn1Cc1ccccc1F	1	3.8	-9	-4	-9	0	5	7	0.0
O=C(NC(NC(=S)Nc1ccccc1Cl)C(Cl)(Cl)Cl)c1cccc(Cl)c1 (stereo not given)	-2	4.7	-19	-3	-116	15	9	3	-0.2
COc1ccc(C(CNC(=O)c2ccc(Cl)c(NC(=O)c3cccs3)c2)N2CCCC2)cc1 (stereo not given)	-1	-2.3	-90	114	-2	-2	2	4	0.1
c1ccc2c(c1)nc1n2CCN1	-5	0.1	5	-3	-1	0	-5	1	-0.1
COc1ccc(/C=C/C(=O)Nc2ccc(-n3nncc3-c3ccccc3)cc2)cc1OC	1	1.5	-6	-1	-56	2	18	0	-0.1
O=C(Nc1ccc(C(F)(F)F)cc1)c1ccc(NC(=O)C2CCCO2)cc1 (stereo not given)	5	0.4	1	14	7	2	0	2	-0.2
Cc1cccc(NC(=O)CN(C)C(=O)C2CCCC2)c1C	nt	-0.8	11	-10	-3	-1	nt	nt	0.4
Cc1cc(F)ccc1NCc1ccc([N+](=O)[O-])cc1	-1	0.9	29	-11	9	-1	3	0	0.1
COc1ccc(C(=O)Nc2cc(C(F)(F)F)ccc2-n2cnc3ccccc32)cc1	5	-1.0	11	-6	2	-2	-4	-2	-0.4
COc1ccc(N2CCN(c3ccc([N+](=O)[O-])cc3Cl)CC2)cc1	-4	0.6	10	1	4	-3	1	-2	-0.2
O=C1c2ccccc2NC(c2ccccc2O)N1c1ccc(F)cc1 (stereo not given)	-3	1.5	1	-9	4	-1	9	-4	-0.1
CCCOc1ccccc1OCC(=O)Nc1cc(Cl)ccc1-n1cncn1	1	2.5	1	12	-1	-6	0	-1	0.2
CCOC(=O)c1sc(=NC(=O)c2ccc(OC)c(OC)c2)n(C)c1C	7	-0.1	8	-4&3	4	-1	3	0	-0.1
C/C(=C\C(=S)Nc1ccccc1)Nc1ccccc1	0	0.2	1	-10	3	-4	-1	2	0.0
CCOC(=O)/C=C1\SCC(=O)N1CC(=O)NCc1ccc(OC)c(OC)c1	3	-1.7	5	29	-2	-1	-1	4	0.0
COc1ccc(-n2c(=S)[nH]c3cc(C(=O)Nc4cc(C(N)=O)ccc4OC)ccc3c2=O)c(OC)c1	3	0.8	-6	142	0	-2	7	2	-0.1
